Screening results: PubChem, several laboratories
PfHsp40 rescue – compounds rescuing yeast from Plasmodium falciparum HSP40 toxicity | S. cerevisiae expressing PfHsp40, growth rescue, ATP luminescence | hit rate 0.68% among 340,000 | growth rescue, % at 12.5 µM; in the data active means growth rescue above about 28%, passing the limit was not always enough; inconclusive means no clear call, values can overlap the other calls;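 further: yeast W303a lacking pdr1 and pdr3 grown in galactose medium; growth measured after three days at 30 °C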
BoNT A protease – blocks Botulinum neurotoxin A light chain protease. inhibition, % at 10 µM. hit rate 0.17% among 360,000. multiplex microsphere protease substrate cleavage, flow cytometry; further: plate controls were buffer without enzyme for full effect and enzyme alone for no effect
TcdB inh – TcdB glycohydrolase inhibition; P18177; TcdB glycohydrolase enzymatic assay, plate reader; inhibition, % at 9.99 µM; hit rate 0.24% among 350,000; AID 652162; in the data active means inhibition above about 10%
Yp Topo-I inh – inhibitors of Yersinia pestis topoisomerase I. Y. pestis Topo-I cleavage product accumulation, plate reader. activity, % at 10 µM. hit rate 0.064% among 360,000. AID 504884; in the data active means activity above about 50%, passing the limit was not always enough; inconclusive means no clear call, values can overlap the other calls; further: inactives centre near 2
PrPC TRFRET – reduces human prion protein on the cell surface; AID 720596; inhibition, % at 13.8 µM; cell surface PrPC, TR-FRET read-out; hit rate 0.43% among 370,000; in the data active means inhibition above about 24%; further: 0% = median of the test wells and 100% = reference compound wells
CCHFV vOTU inh – CCHFV vOTU protease inhibition; Pep-AMC fluorescence; inhibition, % at 11.5 µM; hit rate 0.55% among 370,000; in the data active means inhibition above about 30%; further: 0% = vehicle wells with enzyme and 100% = no enzyme wells
Anthrax LF prot – inhibitors of Bacillus anthracis lethal factor protease | P15917 | multiplex microsphere protease cleavage assay, LF | inhibition, % at 10 µM | hit rate 0.12% among 360,000 | AID 588501; further: plate controls were buffer without enzyme for full effect and enzyme alone for no effect
Target sequence (P15917 whole entry, looked up): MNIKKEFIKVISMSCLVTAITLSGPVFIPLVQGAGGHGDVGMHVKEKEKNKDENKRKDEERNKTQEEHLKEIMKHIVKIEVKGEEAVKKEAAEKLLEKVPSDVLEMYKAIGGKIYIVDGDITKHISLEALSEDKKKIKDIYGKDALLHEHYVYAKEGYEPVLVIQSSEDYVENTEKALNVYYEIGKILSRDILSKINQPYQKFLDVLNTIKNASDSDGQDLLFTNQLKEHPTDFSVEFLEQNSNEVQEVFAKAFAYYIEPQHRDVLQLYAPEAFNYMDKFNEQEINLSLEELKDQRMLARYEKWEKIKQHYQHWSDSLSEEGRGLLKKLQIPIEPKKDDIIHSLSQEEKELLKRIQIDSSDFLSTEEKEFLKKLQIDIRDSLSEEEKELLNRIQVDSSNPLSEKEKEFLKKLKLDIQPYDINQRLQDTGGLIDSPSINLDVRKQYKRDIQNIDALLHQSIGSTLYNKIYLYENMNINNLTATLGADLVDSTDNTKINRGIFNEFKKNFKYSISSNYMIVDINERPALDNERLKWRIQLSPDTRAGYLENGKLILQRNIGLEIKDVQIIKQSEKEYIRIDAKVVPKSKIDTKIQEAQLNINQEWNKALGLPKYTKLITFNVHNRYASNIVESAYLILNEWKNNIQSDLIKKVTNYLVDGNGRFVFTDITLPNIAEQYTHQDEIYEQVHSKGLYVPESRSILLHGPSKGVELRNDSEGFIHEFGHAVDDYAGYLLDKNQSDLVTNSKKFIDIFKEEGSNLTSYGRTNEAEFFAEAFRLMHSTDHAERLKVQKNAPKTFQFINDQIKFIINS
FadD28 binding – blocks FadD28 binding to the bisubstrate probe. fluorescence polarization. inhibition, % at 12.5 µM. hit rate 0.22% among 360,000. AID 588549; in the data active means inhibition above about 8.5%, passing the limit was not always enough; inconclusive means no clear call, values can overlap the other calls
BoNT F protease – inhibitors of Botulinum neurotoxin F light chain protease; Multiplex microsphere protease cleavage assay, flow cytometry; inhibition, % at 10 µM; hit rate 0.22% among 360,000; in the data active means inhibition above about 35%, passing the limit was not always enough; inconclusive means no clear call, values can overlap the other calls; further: plate controls were buffer without enzyme for full effect and enzyme alone for no effect
Active calls of the source: *; ? = inconclusive; . = not tested or not shown. Unless noted, no stated cut-off is given here; in the data, active means inhibition above about 30%; inconclusive means no clear call, values can overlap the other calls; inactive means below that.

Structure	PfHsp40 rescue	BoNT A protease	TcdB inh	Yp Topo-I inh	PrPC TRFRET	CCHFV vOTU inh	Anthrax LF prot	FadD28 binding	BoNT F protease
CCN1CCN(C(=O)COc2ccc(S(=O)(=O)N3CCOCC3)cc2C)CC1	-0.1	2.9	-0.5	0.9	5.6	5.9	-0.8	0.9	0.5
CC(=O)c1c(C)[nH]c(C(=O)OCC(=O)Nc2cc(S(=O)(=O)N3CCCCC3)ccc2C)c1C	0.0	0.0	.	-4.6	12.2	2.5	-0.2	-0.9	3.3
Cc1noc(C)c1-c1ccc(C(=O)Nc2ccccc2)c2occc12	.	-0.1	0.1	23.1	2.7	6.2	-5.5	-4.0	1.5
COc1ccc(C2CC(C(F)(F)F)n3nc(C(=O)O)cc3N2)cc1 (stereo not given)	-0.3	0.2	1.0	4.9	-0.6	4.6	-0.9	-2.1	0.5
COc1cc2nc3n(c(=O)c2cc1OC)-c1cc2ccccc2cc1C(=O)NC3Cc1ccccc1 (stereo not given)	.	-0.3	-1.8	65.1*	4.5	-10.0	5.2	-5.0	7.4
Cc1ccc(N2CCN(S(=O)(=O)c3ccc(F)cc3)CC2)c(C)c1	6.9	-0.7	1.9	29.0	4.4	18.0	-2.2	-3.8	-0.7
CCCCC(=O)Nc1cccc(-c2nc3ncccc3o2)c1	3.3	-0.7	.	-0.6	-9.4	-4.8	-2.2	-3.4	-4.2
Cc1cc(S(=O)(=O)N2CCCC2C(=O)N2CCOCC2)c(C)cc1Cl (stereo not given)	0.3	0.6	.	0.1	4.9	-8.1	2.2	-2.9	-6.6

Structure	PfHsp40 rescue	BoNT A protease	TcdB inh	Yp Topo-I inh	PrPC TRFRET	CCHFV vOTU inh	Anthrax LF prot	FadD28 binding	BoNT F protease
CN(C(=O)Oc1cccc2ccccc12)C1C=CCC1 (stereo not given)	1.2	0.4	1.4	2.1	-0.1	-5.5	0.7	0.0	1.8
CCOC(=O)c1c(C)nc2sc3c(c2c1-c1ccc(OC)cc1)NC(c1ccccc1)NC3=O (stereo not given)	0.9	0.6	.	32.2	3.0	6.9	-1.9	-1.5	-3.7
Cc1ccc(S(=O)(=O)N(C)Cc2ccc(C(=O)N/N=C3\CC(=O)CC(C)(C)C3)cc2)cc1	-0.9	-0.2	.	5.0	8.2	-10.7	0.1	-1.7	-0.1
O=C(NNS(=O)(=O)c1ccccc1)c1csc(-c2cccnc2)n1	-0.3	0.2	-0.3	-13.8	1.4	8.7	0.4	-0.9	7.9
Cc1nc2c(C)cccn2c1/C(O)=C1\C(=O)C(=O)N(CCN2CCOCC2)C1c1ccncc1 (stereo not given)	0.3	0.1	.	-10.2	0.0	10.1	-3.1	-3.2	-0.2
S=c1[nH]nc(-c2ccncc2)n1CC1CCCO1 (stereo not given)	-0.5	0.4	.	-9.6	-3.5	17.0	-4.8	-0.1	-13.6
Cc1cc(C)nc(/N=C(/NC(=O)Nc2cccc(Cl)c2)Nc2ccccc2)n1	-1.2	-0.7	.	5.1	4.0	0.6	-1.3	-1.5	-5.6
O=C(O)c1ccccc1NC(=O)C(c1ccccc1)c1ccccc1	0.6	.	0.3	-3.5	-1.4	3.9	.	-2.4	.

Structure	PfHsp40 rescue	BoNT A protease	TcdB inh	Yp Topo-I inh	PrPC TRFRET	CCHFV vOTU inh	Anthrax LF prot	FadD28 binding	BoNT F protease
CN(C(=O)CSc1cc(Cl)ccc1Cl)C1CCS(=O)(=O)C1 (stereo not given)	-1.3	0.0	5.4	1.9	0.0	7.3	-2.8	-1.9	-5.6
COc1cccc(/C=C/C(=O)c2ccc(NC3=NCCCS3)cc2)c1	-0.8	0.0	0.4	23.4	8.6	0.8	4.1	1.3	-8.7
CC(C)Cn1c(N)c(C(=O)COC(=O)c2cccnc2Cl)c(=O)n(C)c1=O	1.1	-0.1	2.1	-2.4	3.4	-1.3	1.1	-5.3	1.7
Cc1[nH]ncc1N=Cc1ccc([N+](=O)[O-])cc1	-0.1	0.1	1.5	-2.6	-9.8	6.3	-2.3	-3.0	2.7
COc1ccc(/C=N/NC(=O)C(=O)NCC2CCCO2)cc1 (stereo not given)	0.0	-0.5	0.3	0.9	3.0	8.6	-5.6	-5.8	-4.2
COC(=O)/C(=C\Nc1ccc(Cl)cc1Cl)NC(=O)c1ccc(Cl)cc1Cl	-1.4	-0.2	.	39.0	4.1	-6.4	0.3	-0.5	0.5
CC(C)(C)n1nnnc1C(c1cccs1)N1CCN(c2ccccc2)CC1 (stereo not given)	-1.2	-0.3	.	8.5	-1.9	-36.0	-1.7	0.1	14.3
CCCN1C(=O)/C(=C/c2ccncc2)SC1=S	-0.2	1.0	-0.5	0.0	3.5	8.1	2.9	0.1	6.5

Structure	PfHsp40 rescue	BoNT A protease	TcdB inh	Yp Topo-I inh	PrPC TRFRET	CCHFV vOTU inh	Anthrax LF prot	FadD28 binding	BoNT F protease
N#Cc1ccc2c(c1)NC(=O)C1CCCN21 (stereo not given)	-1.8	-1.4	-0.4	-2.6	-5.9	8.4	0.2	-3.7	-1.2
CCOC(=O)C1(Cc2ccccc2C)CCCN(Cc2cc(OC)c(O)c(OC)c2)C1 (stereo not given)	0.0	-0.3	-3.0	20.4	1.4	4.8	0.9	0.7	1.6
COc1cccc(N2CCN(c3ccc4nnc(CCC(=O)Nc5ccccc5OC)n4n3)CC2)c1	-0.8	0.7	0.6	28.5	-9.4	14.3	-3.1	0.0	0.1
COc1ccc(N(Cc2cc3cccc(C)c3[nH]c2=O)S(=O)(=O)c2ccc(OC)cc2)cc1	1.1	0.3	-2.1	-0.7	4.1	10.1	-1.4	-0.1	-4.3
COc1cc(C2c3c(oc4c(C)cc(C)cc4c3=O)C(=O)N2Cc2cccnc2)ccc1O (stereo not given)	-0.1	-2.0	.	1.0	2.4	-2.8	1.3	-0.8	-9.7
COc1cccc(NC(=S)NNC(=O)c2c([N+](=O)[O-])c(C)nn2C)c1	0.5	0.3	.	0.9	0.8	-7.9	-2.1	-0.5	8.7
CSc1ncnc2c1ncn2CCCNCC1CCCCC1	.	0.1	0.5	-4.3	6.4	18.5	-4.4	-0.1	1.4
O=C1CCC[C@@H]2Cc3nc4cc5c(cc4cc3[C@@H]3CCN1[C@H]23)OCO5	-1.6	0.1	0.9	11.4	-5.5	-0.4	-6.5	-0.1	-8.1

Structure	PfHsp40 rescue	BoNT A protease	TcdB inh	Yp Topo-I inh	PrPC TRFRET	CCHFV vOTU inh	Anthrax LF prot	FadD28 binding	BoNT F protease
COc1cc(/C=N/Nc2ccc(Cl)c(C(=O)O)c2)ccc1OC(=O)c1cccs1	-0.8	0.5	-2.9	-2.3	-4.7	1.5	-4.4	1.6	5.1
O=C1OC(c2ccc(Cl)cc2)=N/C1=C\C=C\c1ccco1	1.4	1.3	-0.3	-9.1	4.2	4.1	-3.5	-0.3	3.5
O=C(NCCN1CCC(n2c(=O)[nH]c3ccccc32)CC1)c1ccc(OC(F)(F)F)cc1	.	-0.2	0.9	.	-10.6	1.9	14.9	.	1.0
c1ccc(Nc2nc3ccccc3n3cnnc23)cc1	-2.0	-0.5	-0.5	-4.5	-6.6	16.0	0.0	-0.9	0.0
Cc1ccc2c(c1)C(=C(C#N)C#N)C(=O)N2CCN1CCCCC1	-0.5	2.6	0.7	4.6	3.6	0.5	-15.0	-1.1	?
CC(=O)Oc1ccc(C(C)=O)c2c1OCCO2	0.9	-0.6	1.8	5.8	0.0	18.9	-4.9	0.5	-5.7
CCN(CC)C(=S)SCC(=O)Nc1nc(-c2ccccc2)c(-c2ccccc2)o1	0.0	-0.4	1.1	-8.2	-2.7	-1.2	0.3	-0.2	-3.3
Cc1ccc(C(=O)Nc2nnc(COc3ccccc3)s2)cc1	0.6	-0.9	0.4	6.1	4.2	9.8	7.6	-1.4	1.0

Structure	PfHsp40 rescue	BoNT A protease	TcdB inh	Yp Topo-I inh	PrPC TRFRET	CCHFV vOTU inh	Anthrax LF prot	FadD28 binding	BoNT F protease
O=C(c1cccnc1)N1C2C=CC(C2)C1(C(F)(F)F)C(F)(F)F (stereo not given)	-0.1	-1.5	.	-5.6	5.2	-2.3	4.4	2.9	-26.2
CC(C)(C)NC(=O)COC(=O)c1ccc(Cl)nc1	-0.8	-0.2	1.5	6.1	-0.9	3.1	-9.3	0.5	0.1
Cc1ccc(OCCC(=O)NCCc2ccc(S(N)(=O)=O)cc2)cc1	-0.4	0.3	.	-0.7	0.4	5.6	-2.7	-1.2	-2.4
O=C(Nc1cc2c3c(c1)CC(=O)N3CCC2)c1cccc(F)c1	-0.8	.	9.3	-2.0	-3.0	2.9	.	-1.0	.
COC(=O)C(C)Oc1ccc(=O)[nH]n1 (stereo not given)	0.9	-0.4	.	8.8	-4.9	-7.3	-2.1	0.5	-1.3
Cc1cc(C)cc(N2CC34C=CC(O3)C(C(=O)OCC(=O)NCc3ccco3)C4C2=O)c1 (stereo not given)	-0.5	0.4	.	2.1	2.1	2.5	-3.4	-0.1	-3.4
CCOC(=O)CNC(=S)SC	-1.0	-1.6	1.2	2.0	5.5	-9.7	-10.3	0.1	-10.8
CCOC(=O)C1=C(C)N(c2ccc(C)cc2)C(=O)/C1=C\c1ccc(O)c(OC)c1	-1.7	-0.3	-2.7	-3.8	-7.1	4.4	-4.3	-2.1	-3.0

Structure	PfHsp40 rescue	BoNT A protease	TcdB inh	Yp Topo-I inh	PrPC TRFRET	CCHFV vOTU inh	Anthrax LF prot	FadD28 binding	BoNT F protease
COc1ccccc1N1CCN(C(CNC(=O)C2CCCCC2)c2cccnc2)CC1 (stereo not given)	0.3	0.1	-0.5	3.5	11.7	-4.0	-4.7	0.6	-19.1
Cc1c(=O)n(OCc2ccc(Cl)cc2)c2ccccc2[n+]1[O-]	-0.9	-0.2	-0.3	-7.4	-10.9	-15.2	-0.1	-2.5	-2.3
NC(=O)c1ccc(N2CCOCC2)nc1	-1.0	-0.2	-0.5	-7.7	0.1	-3.1	-1.5	-1.4	-7.0
Cc1ccc(NC(=O)CC(O)(C(F)(F)F)C(F)(F)F)cc1	-0.7	?	.	2.3	6.7	-0.3	0.6	-2.9	-3.3
COC(=O)c1ccccc1NC(=O)COC(=O)CSCC(=O)N1CCOCC1	0.7	-1.5	.	-4.6	3.3	-8.5	-4.3	-4.0	-4.6
Cc1ccc(NC(=O)C2CC(=O)NC(Nc3cccc(C)c3)=N2)cc1 (stereo not given)	0.6	-0.5	.	-3.5	-3.1	-4.7	-0.7	-2.9	-2.8
Cc1ccc(-c2cc(C#N)c(=O)n(Cc3c(Cl)cccc3Cl)c2)cc1	0.6	-0.1	.	7.8	-4.3	-11.8	0.8	-0.3	-0.6
Cc1ccccc1CC1SC(N)=NC1=O (stereo not given)	-0.7	-2.1	2.4	8.5	1.8	-3.4	17.0	-0.5	10.8
CC(C)N1C(=O)/C(=C\c2nc3ccccc3c(=O)n2-c2ccccc2)c2ccccc21	0.3	-0.7	.	-4.7	-15.5	2.4	-5.1	1.2	-5.1
COc1cc(NC(=O)COc2ccccc2[N+](=O)[O-])ccc1NC(=O)c1ccco1	0.5	-1.3	-0.7	26.6	-4.5	-3.9	0.4	.	1.7

Some entries already given, showing only FadD28 binding, PfHsp40 rescue and BoNT A protease.
| structure | FadD28 binding | PfHsp40 rescue | BoNT A protease |
| --- | --- | --- | --- |
| CN(C(=O)CSc1cc(Cl)ccc1Cl)C1CCS(=O)(=O)C1 (stereo not given) | -1.9 | -1.3 | 0.0 |
| COc1cccc(/C=C/C(=O)c2ccc(NC3=NCCCS3)cc2)c1 | 1.3 | -0.8 | 0.0 |
